Bioassay records from PubChem BioAssay.
hcDAF-12 act: activates DAF-12 receptor from parasite H. contortus | HEK293 hcDAF-12 lit1-tk-luc reporter, luminescence; 0% DMSO, 100% Δ7-dafachronic acid | activation, % at 6.8 µM | actives 1.4% (n = 370,000);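 active means activation above the mean of all tested compounds plus 3 SD, cut at about 5.5% in these data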;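 further: 100% = response to 3 µM Δ7-dafachronic acid high control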
GAA850 FXN act: frataxin GAA850 promoter activation. HEK293 lucGAA850 FXN promoter luciferase reporter, 24 h; percent of 10 µM SAHA response. activation, % at 6 µM. actives 0.56% (n = 360,000). AID 540364;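 active means activation above the average of all compounds screened plus 3 SD, cutoff fixed separately per campaign, cut at about 7.5% in these data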;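 further: 0% = DMSO wells and 100% = 10 µM SAHA wells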
sPLA2-III inh: Blocks human group III sPLA2 activity; Q9NZ20; QFRET BODIPY PC-A2 liposome hydrolysis, fluorescence; AID 743126; actives 0.56% (n = 370,000); inhibition, % at 12.2 µM;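 active means inhibition above mean plus 3 SD of compounds lying within the high and low control bounds, cut at about 19% in these data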;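 further: 0% = median of test compound wells and 100% = no enzyme DMSO wells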
Target sequence (Q9NZ20 whole entry, looked up): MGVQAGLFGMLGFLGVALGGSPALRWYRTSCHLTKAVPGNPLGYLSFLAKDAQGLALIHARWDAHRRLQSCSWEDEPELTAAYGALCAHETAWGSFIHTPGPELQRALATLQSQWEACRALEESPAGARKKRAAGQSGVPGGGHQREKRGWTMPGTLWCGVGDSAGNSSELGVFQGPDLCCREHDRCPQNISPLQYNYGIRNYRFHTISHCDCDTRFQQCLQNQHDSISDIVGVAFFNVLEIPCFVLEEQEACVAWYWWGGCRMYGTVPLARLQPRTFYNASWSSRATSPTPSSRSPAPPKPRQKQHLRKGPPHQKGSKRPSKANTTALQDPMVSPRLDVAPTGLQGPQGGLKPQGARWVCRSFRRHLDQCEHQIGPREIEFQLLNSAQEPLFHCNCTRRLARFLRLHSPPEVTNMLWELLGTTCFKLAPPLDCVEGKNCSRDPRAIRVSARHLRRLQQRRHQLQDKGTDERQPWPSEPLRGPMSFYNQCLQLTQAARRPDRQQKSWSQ
SMARCA2 activ: SMARCA2 function activation, primary screen; actives 1% (n = 370,000); MG213 cells, MMTV-luciferase reporter, dexamethasone, overnight; activation, % at 9.1 µM; in the data active means activation above about 7.8%;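 further: 0% = vehicle wells and 100% = reference activator wells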
NPR2 activator: GC-B (human) receptor activation; AID 1920062; P20594; actives 0.11% (n = 370,000); HEK293-GC-B cells, CNP EC30, cGMP TR-FRET; 0% at EC30 CNP, 100% saturating CNP; activation, % at 10 µM;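 active means activation at 10 µM reaching about 35% in either raw or pattern-adjusted values, limit read from the data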
DAX1 inh-1: DAX1 (NR0B1) inhibition, primary screen; AID 652010; inhibition, % at 6.8 µM; HEK293T StAR-luciferase reporter, SF-1/DAX-1 repression relief; actives 1.1% (n = 370,000);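 active means inhibition above the mean over all tested compounds plus 3 SD, cut at about 3.6% in these data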;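 further: 0% = DAX-1 cells with DMSO and 100% = cells lacking DAX-1 with DMSO; higher inhibition means more luminescence from relief of DAX-1 repression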
hgDAF-12 ag: activates the H. glycines DAF-12 receptor ligand-binding domain; HEK293 GAL4-hgDAF12 UAS-luciferase reporter, agonist luminescence; normalized to butyrate control; activation, % at 6.8 µM; actives 1.8% (n = 370,000);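 active means activation above a cutoff set at the mean of all screened compounds plus 3 SD, cut at about 10% in these data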;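 further: 0% = DMSO wells and 100% = sodium butyrate wells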
DAX1 inh-2: inhibits human nuclear receptor DAX1; actives 0.99% (n = 340,000); inhibition, % at 6.75 µM; HEK293 Gal4-DAX1 luciferase reporter, luminescence; AID 504766;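 active means inhibition above the mean over all tested compounds plus 3 SD, cut at about 4.2% in these data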;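 further: 0% = DAX1-transfected cells with DMSO and 100% = empty-vector control cells with DMSO; inhibition shows as a rise in luminescence from relieved DAX1 repression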
Target sequence (P51843 207-470 limits assumed): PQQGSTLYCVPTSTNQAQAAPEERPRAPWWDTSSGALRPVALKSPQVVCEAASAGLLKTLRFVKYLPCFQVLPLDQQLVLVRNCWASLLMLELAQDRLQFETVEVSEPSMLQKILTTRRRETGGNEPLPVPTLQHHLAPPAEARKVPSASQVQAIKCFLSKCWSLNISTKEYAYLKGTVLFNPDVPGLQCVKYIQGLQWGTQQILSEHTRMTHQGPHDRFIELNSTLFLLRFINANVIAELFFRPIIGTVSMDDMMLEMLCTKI
ssDAF-12 act: activators of S. stercoralis DAF-12 nuclear receptor; HEK293 ssDAF-12/GRIP1 lit1-tk-luc reporter, luminescence; % of 3 µM dafachronic acid response; activation, % at 6.8 µM; actives 1% (n = 370,000); AID 652126;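 active means activation above the mean over all tested compounds plus 3 SD, cut at about 0.9% in these data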;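 further: 0% = DMSO-only wells and 100% = 3 µM delta7-dafachronic acid wells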
GC-A act: GC-A (human) enzyme activation | P16066 | HEK293 GC-A cells, cGMP TR-FRET, EC30 ANP; 0% at EC30 ANP, 100% saturating ANP | activation, % at 10 µM | actives 0.14% (n = 370,000); in the data active means activation above about 40%
KLK7 zymogen act: activators of human kallikrein-7 zymogen; actives 0.9% (n = 370,000); purified proKLK7, EDANS-DABCYL substrate fluorescence; 100% is mature enzyme control, 0% vehicle; activation, % at 7 µM; P49862;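 active means activation above the mean of all tested compounds plus 3 SD, computed per campaign excluding outliers beyond control limits, cut at about 13% in these data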
Target sequence (P49862 whole entry, looked up): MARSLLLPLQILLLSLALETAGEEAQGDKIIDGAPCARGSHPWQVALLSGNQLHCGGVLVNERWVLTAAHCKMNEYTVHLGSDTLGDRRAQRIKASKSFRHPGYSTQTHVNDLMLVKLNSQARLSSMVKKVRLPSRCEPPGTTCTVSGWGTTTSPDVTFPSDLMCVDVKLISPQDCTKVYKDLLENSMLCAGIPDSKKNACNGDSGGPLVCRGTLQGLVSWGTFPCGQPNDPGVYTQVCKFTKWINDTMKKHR
* = called active by the depositor; . = not tested or not shown.

cpd	Structure	hcDAF-12 act	GAA850 FXN act	sPLA2-III inh	SMARCA2 activ	NPR2 activator	DAX1 inh-1	hgDAF-12 ag	DAX1 inh-2	ssDAF-12 act	GC-A act	KLK7 zymogen act
1	CCN(C)c1ccc(/C=N\n2nnnc2N)cc1	-0.2	0.7	-2	12*	.	-1.2	12*	0.6	-0.5	.	13*
2	Cc1ccsc1-c1nc(CN2CCCC2c2ccc(F)cc2)c(C)o1 (stereo unspecified)	1.0	-1.4	2	0	1	-0.3	0.5	0.0	-0.5	-1	-0.2
3	O=C(O)C12CC3CC(C1)CC(n1ncc(NCc4ccco4)c(Cl)c1=O)(C3)C2	-1.0	0.0	0	-2	1	0.3	-0.2	3.6	-1.1	6	-0.3
4	Cc1c(CN(C)C(=O)c2sc3cc(Cl)ccc3c2Cl)cnn1C	-3.7	-0.6	6	-3	9	-2.3	-7.3	-1.5	-2.1	0	1.0
5	Cc1nc(N)[nH]c(=O)c1CCCNc1ccc([N+](=O)[O-])cc1	3.0	0.4	-5	4	3	-0.8	3.8	0.0	0.7	-3	0.6
6	CCOc1ccc(NC(=S)NCCN2CCN(Cc3ccccc3)CC2)cc1	-0.6	0.2	14	2	-2	0.1	0.1	1.5	-1.9	-5	0.7
7	COc1cc(/C=C2/SC(=S)N(CCC(=O)N3CCN(C)CC3)C2=O)cc(OC)c1OC	-0.3	-2.2	-6	0	-1	0.0	1.7	2.0	-0.6	8	0.4
8	Cc1ccc(S(=O)(=O)N2CCC(C(=O)NCC(C)(C)N3CCOCC3)CC2)c(C)c1	1.2	0.8	-6	1	5	1.4	-0.1	0.4	-0.7	3	0.1
9	CCCN(CC(=O)Nc1ccc(C(N)=O)cc1)CC(=O)Nc1ccc(Cl)cc1Cl	-0.7	0.8	-6	-2	-8	0.1	-1.2	0.8	-1.2	-8	0.1
10	O/N=C/c1cc(Br)ccc1OCc1cccc(F)c1	-1.0	4.0	-31	-1	-14	-0.7	-0.2	1.6	-1.3	4	-0.3
11	Cc1nc(-c2nnc(-c3ccccc3)o2)c(C(F)(F)F)o1	-0.2	1.8	11	-3	-3	-0.1	0.3	2.2	-0.8	-3	-0.2
12	CCOC(=O)c1[nH]c(=O)[nH]c1CSCCO	-0.5	-0.7	2	1	4	-0.2	0.3	-0.4	-1.0	-2	0.3
13	CN1C(=O)/C(=C2/C=CC=CN2C)OC1=S	-0.6	0.7	7	1	9	-0.5	-0.8	2.3	-1.0	2	-0.9
14	COc1ccc(CNC(=O)CN(C)CC(=O)Nc2ccccc2Br)cc1	-1.9	0.4	-1	1	5	-0.7	1.1	0.5	-1.1	-2	-0.4
15	COc1ccc(CN2C(=O)c3ccccc3C2C(=O)NC2CCCCCC2)c(OC)c1 (stereo unspecified)	-0.8	1.2	2	-1	-5	-0.7	0.7	3.6	-1.6	-9	0.3
16	Cn1c(SCc2ccc([N+](=O)[O-])cc2)nc2c(c1=O)SCC2	-1.9	0.0	-3	-2	0	-0.7	2.6	-0.8	0.1	2	0.0
17	Cc1nc2ccc(S(=O)(=O)NCC(=O)Nc3cccc(F)c3)cc2s1	-1.0	0.1	0	-5	0	0.2	2.0	-0.1	-0.9	1	0.3
18	COC(=O)c1ccc(NC(=O)c2cccc(NC(=O)c3ccccc3)c2)cc1	-0.7	-0.8	0	-1	0	-0.3	-1.1	-0.1	-1.2	-3	0.2
19	COc1ccc(N2CCN(CCC3Oc4cc([N+](=O)[O-])ccc4NC3=O)CC2)cc1 (stereo unspecified)	-1.0	1.0	6	-1	-5	-0.2	-3.2	-0.7	-1.7	3	-0.2
20	O=C(COC(=O)c1ccccc1NS(=O)(=O)c1cccs1)NCC12CC3CC(CC(C3)C1)C2	-1.7	-0.3	-51	8.9*	5	-0.1	0.6	-0.5	-1.3	-2	-0.4

Next section.
cpd	Structure	hcDAF-12 act	GAA850 FXN act	sPLA2-III inh	SMARCA2 activ	NPR2 activator	DAX1 inh-1	hgDAF-12 ag	DAX1 inh-2	ssDAF-12 act	GC-A act	KLK7 zymogen act
21	CNC(=S)N(CCc1c(C)[nH]c2ccc(C)cc12)Cc1cc(OC)c(OC)c(OC)c1	-0.5	0.8	-22	-2	-19	0.5	0.6	-0.6	-1.2	-10	-0.1
22	COCc1cc(N2CCN(C(=O)OC(C)(C)C)C[C@@H]2C)ccc1N1CC[C@@H](O)C1	-1.2	.	0	-2	6	-1.2	1.2	.	-0.6	3	0.6
23	Cc1nc2ncnn2c(C)c1Cc1c(Cl)cccc1Cl	-0.9	2.2	2	-3	-1	0.0	-1.3	0.0	-0.8	-1	0.3
24	Cc1ccc(N2CC(C(=O)NCc3ccc(C)n3C)CC2=O)cc1 (stereo unspecified)	0.2	0.9	-5	0	3	0.5	0.3	0.1	-1.6	2	-0.2
25	Cc1nnsc1S(=O)c1ccc(Br)cc1 (stereo unspecified)	-0.5	-1.9	2	-4	0	-1.3	-0.3	-2.2	-1.5	5	-0.3
26	CC(=O)Oc1ccc(/C(C)=N/N2CCN(Cc3ccc(C)cc3)CC2)cc1	-1.0	0.3	0	-3	2	0.0	-0.7	0.3	-0.8	7	0.5
27	Cc1sc2ncn(CC(=O)NCCc3ccccc3)c(=O)c2c1C	-2.3	0.7	4	-2	-1	-0.2	0.5	0.1	-0.8	1	-0.1
28	COC(=O)c1sc(S(=O)(=O)NCc2cccs2)c(C(=O)OC)c1C	-2.3	0.2	-6	-3	2	-0.7	-0.8	-0.3	-2.0	0	-0.3
29	CCc1nnc(NC(=O)CSc2nccn2-c2ccccc2)s1	-1.9	0.8	13	-5	-3	-0.2	-1.5	-1.4	-1.3	3	-0.2
30	O=C(NCCCO)C(=O)NCc1ccncc1	-0.2	2.2	-5	-3	-2	0.2	0.1	2.8	-0.9	7	0.0
31	CCCSc1nc2c(c(=O)[nH]c(=O)n2C)n1Cc1ccccc1	-1.4	2.6	-1	1	-2	-0.7	0.1	-0.7	-1.4	-12	0.5
32	Cc1ccc(S(=O)(=O)N2CCN(c3ccc(C(F)(F)F)cc3[N+](=O)[O-])CC2)cc1	-4.3	3.7	-7	-3	2	-2.0	-5.4	-3.5	-1.9	5	-0.7
33	CC(C)[C@H](NS(=O)(=O)c1ccc2c(c1)OCCO2)C(=O)OCC(=O)Nc1ccccc1	-0.4	2.9	2	-1	0	0.6	-0.7	-0.1	-0.9	-3	-0.4
34	Cc1ccc(NC(=O)CN(C)C(=O)COC(=O)c2ccc(Cl)cc2O)cc1	1.3	-1.5	-10	0	1	-1.8	0.4	0.6	-1.1	4	-0.1
35	C[C@H](CO)N1C[C@H](C)[C@@H](CN(C)S(=O)(=O)c2cccs2)Oc2ccc(NC(=O)NC3CCCCC3)cc2C1=O	-0.7	-0.8	-8	-1	3	-0.1	-1.0	-0.7	-1.3	2	0.2
36	CCN(CC)c1ccc(C(=O)Nc2cccc(F)c2)cc1	7.2*	1.2	7	5	-6	1.8	15*	1.5	0.2	-2	-0.5
37	Nc1ccc(S(=O)(=O)N2CCc3ccccc32)cc1	0.5	3.4	-1	-2	3	-0.2	0.3	2.2	-0.5	-1	0.4
38	Cn1nc(-c2ccccc2)cc1NC(=O)Nc1ccc(C(C)(C)C)cc1	0.0	0.6	-18	2	-3	-0.5	-0.2	-1.0	-0.3	-4	0.0
39	COCCNc1nc(Oc2cccc3ccccc23)c2sccc2n1	0.2	0.9	-11	-1	-1	-1.2	-3.1	.	-1.1	-9	0.6
40	Cc1ccc(NC(=O)CCCCCCCCCCC2COCCO2)c(C)c1 (stereo unspecified)	-0.5	0.4	6	0	-1	-0.3	0.4	-0.1	-1.9	-1	0.8

Remaining list, next part:
cpd	Structure	hcDAF-12 act	GAA850 FXN act	sPLA2-III inh	SMARCA2 activ	NPR2 activator	DAX1 inh-1	hgDAF-12 ag	DAX1 inh-2	ssDAF-12 act	GC-A act	KLK7 zymogen act
41	COc1ccccc1NC(=O)C(C)OC(=O)COc1cccc2c1OC(C)(C)C2 (stereo unspecified)	-1.4	0.5	5	0	6	0.6	0.2	0.8	-0.8	1	0.5
42	CC(C)(C)NC(=O)CN(C(=O)CS(=O)CC(=O)Nc1ccc(F)cc1)c1ccccc1F (stereo unspecified)	-0.6	-0.3	4	-3	3	-0.5	-0.7	0.0	-0.8	2	-0.3
43	COc1ccc(-c2oc3ccc(-c4ccc5c(c4)OCO5)cc3c2C#CC2(O)CCCCC2)cc1	-1.5	0.0	6	0	-1	1.2	0.7	0.8	-1.2	-5	-7.7
44	COCCn1c(C2CCCCC2)nc2sc3ccccc3c(=O)c2c1=O	-1.1	-0.7	2	-2	-1	0.0	1.3	-0.4	-1.5	8	0.0
45	Cc1cccc(NC(=O)CSCC(=O)Nc2sccc2C#N)c1	-0.8	0.4	-10	-1	-3	0.2	-2.5	1.9	-0.9	0	-0.3
46	O=C(Cc1ccc(Cl)c(Cl)c1)N1CCOCC1	-2.1	2.2	2	-2	-2	-0.1	0.6	0.0	-1.1	-4	0.2
47	CN1CCN(CCOc2ccc(Cc3ccccc3)cc2)CC1	-0.5	1.4	-6	1	5	0.3	0.1	-1.0	-1.0	-3	0.3
48	CC(C)C(NC(=O)c1ccco1)C(=O)OCC(=O)N1CC(=O)Nc2ccccc21 (stereo unspecified)	-0.2	0.2	-1	-2	0	1.1	3.1	-0.8	-0.6	-1	0.6
49	Cc1noc(NS(=O)(=O)c2ccc(NC(=O)c3nn(-c4ccccc4)ccc3=O)cc2)c1C	2.7	1.0	0	-2	-6	2.8	1.9	0.9	-1.4	0	-0.1
50	O=C(N/N=C/c1cc([N+](=O)[O-])ccc1O)c1cccc2cc[nH]c12	1.2	-5.8	-2	-4	-6	-0.7	0.7	0.3	-0.9	-14	-0.6
51	Cc1cc(C(=O)Nc2ccc(C(=O)O)cc2)c(-c2ccccc2)o1	0.1	-0.1	-9	-1	-1	-0.5	-0.8	-0.7	-1.3	-1	0.8
52	CCOc1ccc(NC(=O)CCn2ccnc2)cc1	-0.2	-1.1	1	1	1	0.0	-1.3	1.7	-0.8	5	-0.6
53	CC(=O)c1c(C)[nH]c(C(=O)COC(=O)CN2C(=O)C3CCCCC3C2=O)c1C (stereo unspecified)	0.7	0.4	2	-1	-4	-0.8	-0.1	-0.7	-0.9	3	-0.1
54	CCC(=O)N(CCC(Cc1ccccc1)c1ccco1)Cc1ccco1 (stereo unspecified)	-2.7	-0.4	-19	-2	-6	-1.4	-1.2	-0.6	-1.9	-9	-0.8
55	CC1CCCC(C)N1CCCNC(=O)CN1C(=O)c2cccnc2Oc2ccc(Cl)cc21 (stereo unspecified)	-1.7	-0.2	0	8.9*	-5	1.4	-1.1	3.9	-1.6	-1	-0.3
56	CCn1c(SCC(=O)Nc2cc(Cl)ccc2OC)nnc1C1CC1	0.1	-1.7	-2	1	-3	-0.3	-0.9	2.0	-1.3	-4	-0.2
57	CCCn1c(N2CCN(S(=O)(=O)Cc3ccccc3)CC2)nc2ccccc21	-2.1	-0.4	-1	1	-4	-0.7	3.6	-1.0	-1.6	-5	1.1

Marked active in hcDAF-12 act, among the entries above:
| nr | Compound | hcDAF-12 act | sPLA2-III inh | SMARCA2 activ | NPR2 activator | DAX1 inh-1 | DAX1 inh-2 | ssDAF-12 act | GC-A act | KLK7 zymogen act |
| --- | --- | --- | --- | --- | --- | --- | --- | --- | --- | --- |
| 36 | CCN(CC)c1ccc(C(=O)Nc2cccc(F)c2)cc1 | 7.2* | 7 | 5 | -6 | 1.8 | 1.5 | 0.2 | -2 | -0.5 |
